MITF inh = inhibitors of human MITF | O75030 | AlphaScreen MITF homodimerization, bead proximity signal | inhibition, % at 2.6 µM | hit rate 0.91% among 650,000 | AID 1259374; in the data active means inhibition above about 50%;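 further: 0% = vehicle wells with protein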
FBW7 act = human FBW7 E3 ligase activation, primary screen | Q969H0 | AlphaScreen FBW7–phospho-cyclin E peptide binding, activator screen | normalized activity (activation), % at 26.1 µM | hit rate 0.13% among 650,000; in the data active means normalized activity above about 1.9%;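 further: purified mutant Fbw7 with reduced substrate affinity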
Target sequence (Q969H0 whole entry, looked up): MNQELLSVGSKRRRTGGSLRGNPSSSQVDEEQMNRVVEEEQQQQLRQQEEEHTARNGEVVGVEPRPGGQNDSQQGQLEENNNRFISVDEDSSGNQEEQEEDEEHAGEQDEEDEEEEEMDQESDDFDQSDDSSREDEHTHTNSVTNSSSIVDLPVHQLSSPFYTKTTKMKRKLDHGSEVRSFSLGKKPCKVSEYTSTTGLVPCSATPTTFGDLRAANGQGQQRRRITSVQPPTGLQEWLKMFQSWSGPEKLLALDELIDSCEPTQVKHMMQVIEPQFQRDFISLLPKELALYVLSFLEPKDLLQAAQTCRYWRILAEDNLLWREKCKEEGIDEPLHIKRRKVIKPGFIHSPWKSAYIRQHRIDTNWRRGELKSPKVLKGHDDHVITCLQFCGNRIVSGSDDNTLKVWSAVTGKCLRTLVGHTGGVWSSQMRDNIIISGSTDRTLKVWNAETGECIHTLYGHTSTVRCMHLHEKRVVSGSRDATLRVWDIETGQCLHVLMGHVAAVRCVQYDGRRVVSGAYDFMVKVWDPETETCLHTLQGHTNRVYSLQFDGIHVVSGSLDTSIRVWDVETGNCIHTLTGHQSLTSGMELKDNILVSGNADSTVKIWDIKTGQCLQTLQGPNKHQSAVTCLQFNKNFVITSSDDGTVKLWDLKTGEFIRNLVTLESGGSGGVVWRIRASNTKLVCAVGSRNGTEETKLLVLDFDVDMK
TEAD-YAP block = TEAD-YAP interaction inhibition; HEK-TIYL cells, TEAD-Gal4/YAP UAS-luciferase luminescence; inhibition, % at 9.12 µM; hit rate 1.4% among 640,000; in the data active means inhibition above about 32%;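 further: 0% = median of test compound wells and 100% = reference inhibitor wells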
GPR151 activ = activates the human receptor GPR151. AID 1508602. hit rate 1% among 650,000. activation, % at 11.2 µM. PathHunter beta-arrestin GPR151 cells, luminescence. Q8TDV0; in the data active means activation above about 4.9%;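 further: 0% = median of compound wells and 100% = cells with positive control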
Numbers without * were called inactive; & = joins results of further samples.

1: COCc1cc(C)nc(SCc2ccccc2F)c1C#N
2: CS(=O)(=O)c1ccc2c(c1)CCN2C(=O)c1ccc(C(F)(F)F)cc1
3: CCOC(=O)c1c(NC(=O)c2sc3ccccc3c2Cl)sc2c1CCC(C)C2 (centres undefined)
4: Cc1ccc(CN2CCNC(=O)C2CC(=O)NCc2cc(C(C)C)no2)o1 (centres undefined)
5: COc1ccc(CN2C(=O)CN(C3CCCCCC3)C(=O)C2c2ccc(OC(C)C)c(OC)c2)cc1 (centres undefined)
6: COc1ccc(OC(C)c2nnc(N)s2)cc1 (centres undefined)
7: CCCOC(=O)C1=C(C)NC2=C(C(=O)CCC2)C1c1cc(OC)c(OC)cc1[N+](=O)[O-] (centres undefined)
8: O=C(COc1ccccc1)NCCOc1ccc(F)cc1
9: O=C(Cn1c(NCCO)nc2ccccc21)c1ccc(Cl)cc1Cl
10: CCC(CC)C(=O)Nc1ccc(C(=O)NCC(C)C)cc1

assay / entry	1	2	3	4	5	6	7	8	9	10
MITF inh	2	8	19	7	-213	1	12&6	12	15	4
FBW7 act	-0.1	0.2	0.0	0.8	-0.1	-0.2	0.0&-0.3	0.1	0.1	1.0
TEAD-YAP block	4	6	-2	-4	-1	2	17&11	-30	-5	-16
GPR151 activ	1.1	3.0	0.3	-1.3	0.3	-0.3	1.1&0.3	-0.4	7.6*	-1.0

11: CCOC(=O)c1sc(NC(=S)NN2CCOCC2)c(C(=O)OCC)c1C
12: CCN(c1ccccc1)c1c(-c2ccccc2)c(=O)c1=O
13: O=C(CNC(=O)c1ccc(-c2ccccc2)cc1)OC1CCOC1=O (centres undefined)
14: Cc1cc(OCC(=O)NC2CCCCC2)ccc1Br
15: N/C(Cc1ccc([N+](=O)[O-])cc1)=N\OC(=O)c1ccccc1I
16: COc1ccc(Cc2nnc(NC(=O)c3cc(Cl)ccc3OC)o2)cc1
17: COc1ccc(OC)c(NC(=O)c2sc3nc4n(c(=O)c3c2C)CCCC4)c1
18: O=C1CN(Cc2nc3ccc(Cl)cc3n2CCO)c2ccccc2N1
19: O=C(CCC1(Cc2cccs2)CCC(=O)N1)NCCc1ccccc1C(F)(F)F (centres undefined)
20: COc1ccc(-n2c(SCc3ccccn3)nc3n[nH]c(C)c3c2=N)cc1

assay / entry	11	12	13	14	15	16	17	18	19	20
MITF inh	11	2	38	1	8	-3	-2	19	-9	10
FBW7 act	0.2	-0.2	0.3	-0.1	0.0	0.1	0.0	-0.1	0.0	0.1
TEAD-YAP block	10	-1	-3	-16	2	13	9	-2	-5	-8
GPR151 activ	-0.4	-0.8	-0.7	-0.7	0.9	-0.4	1.7	-1.1	0.5	-0.7

21: C/C(=N\NC(=O)c1nnn(-c2nonc2N)c1CN1CCOCC1)c1ccc([N+](=O)[O-])o1
22: Fc1ccc(C(c2nnnn2C2CCCC2)N(Cc2ccco2)CC2CCCO2)cc1 (centres undefined)
23: COc1cccc(CN(C(=O)c2cc3ccccc3oc2=O)C2CC2)c1
24: Cc1ccccc1NC(=O)c1ccc(F)c(S(=O)(=O)N2CCN(c3ccccc3)CC2)c1
25: CC(C)C(c1nnnn1Cc1ccc(F)cc1)N1CCN(C)CC1 (centres undefined)
26: O=C(Cc1c[nH]c2ccccc12)N/N=C/c1cccc(Br)c1
27: CC(C)(C)CC(C)(C)NC(=O)c1ccc(Cl)cc1[N+](=O)[O-]
28: CCOC1=NC2Nc3ccccc3N(CC)C2C1c1ccc([N+](=O)[O-])cc1 (centres undefined)
29: Cc1cccc2cc(CN(Cc3ccc(F)cc3)C(=O)C(F)(F)F)c3nnnn3c12
30: COC(=O)C1=C(c2ccccc2)NC(=S)NC1c1ccc(OC)c(OC)c1 (centres undefined)

assay / entry	21	22	23	24	25	26	27	28	29	30
MITF inh	4	10	0	-6	-3	-4	19	5	-1	8
FBW7 act	-0.1	0.2	-0.1	-0.2	0.8	-0.1	0.6	-0.4	-0.2	-0.3
TEAD-YAP block	16	-14	-43	-2	10	1	-8	7	-5	-17
GPR151 activ	-0.3	0.0	0.1	0.1	-0.4	-1.5	-0.8	-1.0	0.4	-0.3

31: Cc1cccc(C(=O)N2CCN(CCNC(=O)C(=O)Nc3ccc(F)cc3)CC2)c1
32: CC1CC(C)(C)NC(=S)N1c1cccc(O)c1 (centres undefined)
33: COc1cc(C)ccc1S(=O)(=O)N1CCN(C23CC4CC(CC(C4)C2)C3)CC1
34: COc1ccc(O)c(/C=N/NC(=O)c2nnn(-c3nonc3N)c2-c2ccccc2)c1
35: CCOc1ccc(NC(=O)NN2CCN(C)CC2)cc1
36: Cc1nc2scc(C)n2c1C(=O)NC1CCC1
37: COCCCn1c(=N)c(C(=O)NC2CCCC2)cc2c(=O)n3cc(C)ccc3nc21
38: COc1ccc(CN2C(=O)CC(C(=O)Nc3ccc(C)cc3C)SC2=Nc2ccccc2)cc1 (centres undefined)
39: CCC(NC(=O)/C(=C\c1ccc2c(c1)OCO2)NC(C)=O)C(=O)O (centres undefined)
40: COC(=O)c1cc(=O)c2c(C)nc(-c3ccc([N+](=O)[O-])cc3)nc2[nH]1

assay / entry	31	32	33	34	35	36	37	38	39	40
MITF inh	10	15	0	9	0	18	12	4	13	22
FBW7 act	0.1	-0.1	0.7	-0.1	-0.2	1.9*	-0.1	-0.1	0.5	1.4
TEAD-YAP block	-3	5	12	20	-2	7	0	-1	-5	-11
GPR151 activ	0.4	1.2	0.2	0.7	0.3	-0.9	-0.7	1.3	0.3	-1.6

41: Cc1ccc(OCCSc2nc3ccccc3c(=O)[nH]2)cc1
42: CC[C@@H]1NC(=O)[C@@H]2C[C@H](NC(=O)Nc3cccc(F)c3)CN2C1=O
43: O=C(Nc1cc(F)ccc1F)c1cccc([N+](=O)[O-])c1
44: Cc1cccc(Cn2c(=O)n(CCCCC(=O)NCc3cccs3)c(=O)c3ccccc32)c1
45: O=C(Cn1cncn1)N/N=C/c1ccc(Br)cc1
46: CCOC(=O)C1=NNC(C(=O)OCC)(C(=O)OCC)C1c1ccccc1 (centres undefined)
47: O=C1CCC(CCC(=O)N2CCCC(CNC(=O)c3ccc(-c4ccccc4)cc3)C2)=NN1 (centres undefined)
48: COc1ccc(/C=C(\NC(=O)c2ccc(OC)cc2)C(=O)O)cc1
49: Cc1nn(CC(=O)N2CCCCC2)c(=O)c2cc3sccc3n12
50: COc1ccccc1N1CCN(CC(=O)Nc2ccc3sc(C)nc3c2)C1=O

assay / entry	41	42	43	44	45	46	47	48	49	50
MITF inh	16&14	17	23	4	2	13	0	-1	8	0
FBW7 act	0.1&0.1	0.1	0.2	-0.1	0.0	0.1	0.6	0.0	0.1	0.2
TEAD-YAP block	2&3	0	16	5	-3	3	-24	2	-7	5
GPR151 activ	-0.1&-1.6	-1.1	-1.4	-0.4	3.2	-0.1	0.8	-0.7	-1.1	3.5

51: CCC1(C(=O)c2ccc(Br)cc2)C2C(C)(C)OC(=O)C21C(=O)OC (centres undefined)
52: COc1ccc(C)cc1NC(=O)c1noc2c1COc1ccc(C)cc1-2
53: CC1(C)CC2CC(C)(CN2C(=O)c2cc(-c3ccco3)on2)C1 (centres undefined)
54: CC(C)N(C(=O)COC(=O)c1ccc(Cl)cc1[N+](=O)[O-])C(C)C
55: O=C(Nc1cccc([N+](=O)[O-])c1)Nc1ncn(Cc2cccc(C(F)(F)F)c2)n1
56: O=C(CN1Cc2ccccc2OC(c2ccccc2)C1)N1CCSCC1 (centres undefined)
57: CC12CC(NC(=O)N1c1cccc(C(=O)Nc3ncn[nH]3)c1)c1ccccc1O2 (centres undefined)
58: O=C(CCn1cnc2ccccc2c1=O)Nc1ccc(Cl)c(Cl)c1
59: COc1ccc(C2CC(=O)C3=C(C2)Nc2ccccc2NC3c2ccc(C(F)(F)F)cc2)cc1 (centres undefined)
60: Cc1cccc(NC(=S)NCC(C)C)c1

assay / entry	51	52	53	54	55	56	57	58	59	60
MITF inh	18	1	-6	11	-5	-5	3	6	8	1
FBW7 act	0.2	0.1	0.0	-0.1	0.1	0.2	0.0	-0.1	0.1	0.1
TEAD-YAP block	-12	-4	-2	4	5	-3	-13	-1	-8	7
GPR151 activ	-1.0	1.7	-0.5	0.2	-0.4	-0.2	0.8	0.0	-1.3	2.6

Filtered by structure, those above containing a COOH group
39: CCC(NC(=O)/C(=C\c1ccc2c(c1)OCO2)NC(C)=O)C(=O)O (centres undefined)
48: COc1ccc(/C=C(\NC(=O)c2ccc(OC)cc2)C(=O)O)cc1

assay / entry	39	48
MITF inh	13	-1
FBW7 act	0.5	0.0
TEAD-YAP block	-5	2
GPR151 activ	0.3	-0.7

Record cards, as listed above. Order of screens: MITF inh | FBW7 act | TEAD-YAP block | GPR151 activ
`COC(=O)C1=C(c2ccccc2)NC(=S)NC1c1ccc(OC)c(OC)c1` (centres undefined) in the list: 8 | -0.3 | -17 | -0.3
`Cc1ccccc1NC(=O)c1ccc(F)c(S(=O)(=O)N2CCN(c3ccccc3)CC2)c1` in the list: -6 | -0.2 | -2 | 0.1
`N/C(Cc1ccc([N+](=O)[O-])cc1)=N\OC(=O)c1ccccc1I` in the list: 8 | 0.0 | 2 | 0.9
`CCOc1ccc(NC(=O)NN2CCN(C)CC2)cc1` in the list: 0 | -0.2 | -2 | 0.3
`CC1CC(C)(C)NC(=S)N1c1cccc(O)c1` (centres undefined) in the list: 15 | -0.1 | 5 | 1.2

New compounds follow:
61: O=C(NC1CCCC1)c1ccc(N2CCC(NCCc3ccco3)CC2)cc1
62: O=C(c1ccc(F)cc1)N1CCN(Cc2ccc(F)cc2)CC1
63: CN(CCO)c1cc(N2CCCCCC2)c2nonc2c1[N+](=O)[O-]
64: COc1cc(CNn2cnnc2)cc(Br)c1OCc1ccc(Cl)cc1
65: Cc1ccc(C(=O)Nc2nnc(C(C)(C)C)s2)cc1C
66: CSCCC1NC(=O)N(CC(=O)NCc2ccc(Cl)cc2Cl)C1=O (centres undefined)
67: COc1ccc(CCC(=O)NCCOc2ccc(C)cc2)cc1
68: CC12CCC(C(=O)NC3CCCCC3)(CC1=O)C2(C)C (centres undefined)
69: Cc1ccc(S(=O)(=O)NC(C)Cc2ccco2)s1 (centres undefined)
70: CCOc1ccccc1CNc1nc2nc(C)cc(C)n2n1

assay / entry	61	62	63	64	65	66	67	68	69	70
MITF inh	16	52*	-3	2	4	20	-12	2	12	-6
FBW7 act	0.1	0.1	-0.1	0.0	0.1	0.0	-0.1	0.0	-0.2	0.2
TEAD-YAP block	-1	5	9	-15	-58	11	-7	-6	0	-12
GPR151 activ	1.0	-1.9	-0.8	3.3	3.5	-1.4	-1.5	0.0	-0.4	2.9

71: CSc1nc(N)nc(SCc2ccc(Cl)c(Cl)c2)c1C#N
72: CCCCCn1c(SCc2ccc(Cl)cc2)nc2cc(C(=O)NCc3ccco3)ccc2c1=O
73: COCCNC(=O)[C@@H]1C[C@@H](NCC2=CC[C@H]3C[C@@H]2C3(C)C)CN1Cc1ccccc1
74: Clc1ccc(-c2nc(NCCCN3CCOCC3)c3ccccc3n2)cc1
75: COc1ccc(N2CCN(CCCNC(=O)CCCCCn3c(=S)[nH]c4cc5c(cc4c3=O)OCO5)CC2)cc1
76: CCOC(=O)/C(C#N)=C/c1c(Oc2ccc(C)cc2C)nc2ccccn2c1=O
77: CCCOc1c(/C=C/C(=O)O)cccc1OC
78: COc1ccc(/C=C(/C#N)C(=O)Nc2ccc(C)cc2OC)cc1
79: CCCCN(CC)CCNC(=O)c1nn(-c2ccc(OCC)cc2)c(=O)c2ccccc12

assay / entry	71	72	73	74	75	76	77	78	79
MITF inh	-6	15	0	15	7	14	21	7	-1
FBW7 act	-0.1	0.2	-0.1	-0.1	-0.1	0.1	0.2	0.0	-0.1
TEAD-YAP block	-14	2	-6	0	21	-5	-8	2	-1
GPR151 activ	-0.7	0.4	0.7	-0.8	0.3	-0.5	-1.1	0.3	0.4

From PubChem

Compounds as they come; any-hit rate near 3.5%.
